Bioassay records deposited in PubChem by Broad Institute.
miR-122 sensor – miR-122 Renilla sensor signal increase in Huh7, primary screen, miR-122 inhibitor project, cell-based, single point, plate reader | Huh7 miR-122 Renilla luciferase sensor, 48 h; neutral wells = 0, positive control = 100 | activation (reporter increase), % at 12.5 µM | 0.3% of 340,000 active;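 active = mean replicate activation score at least 90 and every replicate individually at or above 90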;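 note: higher luciferase means less miR-122 activity so hits act as miR-122 inhibitors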
Statin myotox sup – suppressors of statin myotoxicity in C2C12 myotubes, primary screen, cell-based, single point, plate reader. rescue of ATP level, % at 7.49 µM. 0.78% of 330,000 active. C2C12 myotubes + simvastatin, ATP luminescence, 48 h; scaled: DMSO 0, geranylgeraniol control 100;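 active = mean ATP rescue above about 67%, or every replicate alone reaching that limit, limit read from the data, passing the limit was not always enough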;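 note: myotubes were challenged with 10 µM simvastatin during compound exposure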
ERp5 block – inhibitors of ERp5-driven insulin aggregation, primary screen, biochemical, turbidity, absorbance 650 nm, single point | 0.05% of 350,000 active | Protein disulfide-isomerase A6 (Homo sapiens), Q15084 | inhibition, % at 9.99 µM | 90 min;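 active = mean replicate inhibition above about 25%, with every replicate also reaching it, limit read from the data, passing the limit was not always enough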
Target sequence (Q15084 whole entry, looked up): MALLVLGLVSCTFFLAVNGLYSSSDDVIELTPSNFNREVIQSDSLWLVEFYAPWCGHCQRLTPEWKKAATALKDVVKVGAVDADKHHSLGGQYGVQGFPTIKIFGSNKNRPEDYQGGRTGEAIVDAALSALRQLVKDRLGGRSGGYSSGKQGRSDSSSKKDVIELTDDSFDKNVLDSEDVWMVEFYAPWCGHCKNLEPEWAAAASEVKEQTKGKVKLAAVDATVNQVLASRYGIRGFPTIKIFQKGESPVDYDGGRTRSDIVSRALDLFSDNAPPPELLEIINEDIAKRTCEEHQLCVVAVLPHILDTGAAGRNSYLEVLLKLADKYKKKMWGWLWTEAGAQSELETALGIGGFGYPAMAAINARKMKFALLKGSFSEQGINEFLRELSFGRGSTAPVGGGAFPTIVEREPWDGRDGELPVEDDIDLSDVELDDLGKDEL
Cneo AK release – Cryptococcus neoformans cell lysis inducers, primary screen, AK release luminescence, single concentration; C. neoformans lysis, adenylate kinase release luminescence, 4 h; normalised: neutral wells 0, clomiphene wells 100; lysis activity, % at 15 µM; 0.2% of 360,000 active;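 active = mean lysis activity across replicates of at least 80%, whatever share of replicates individually reach that level; inactive = mean lysis activity below 80%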
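Test system: log-phase Cryptococcus neoformans yeast cells; Quantity: yeast cell density of 5 × 10^6 cells/mL; Buffer or medium: YPD; Doses: single compound concentration per well; Timing: 4 h at 37 °C static, read 1 h later; Measured by: AK luminescence; Read-out basis: lysis from increased AK signal; Control set: Clomiphene as positive control.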
SIRT5 block – SIRT5 desuccinylase inhibitors, primary screen, biochemical, fluorescence imaging, single point, set 5. NAD-dependent protein deacylase sirtuin-5, mitochondrial (Homo sapiens), Q9NXA8. Purified SirT5, succinyl-peptide AMC, trypsin-coupled fluorescence. inhibition, % at 15 µM. 1.1% of 330,000 active. AID 652115, 2013; in the data active = inhibition above about 15%
Target sequence (Q9NXA8 whole entry, looked up): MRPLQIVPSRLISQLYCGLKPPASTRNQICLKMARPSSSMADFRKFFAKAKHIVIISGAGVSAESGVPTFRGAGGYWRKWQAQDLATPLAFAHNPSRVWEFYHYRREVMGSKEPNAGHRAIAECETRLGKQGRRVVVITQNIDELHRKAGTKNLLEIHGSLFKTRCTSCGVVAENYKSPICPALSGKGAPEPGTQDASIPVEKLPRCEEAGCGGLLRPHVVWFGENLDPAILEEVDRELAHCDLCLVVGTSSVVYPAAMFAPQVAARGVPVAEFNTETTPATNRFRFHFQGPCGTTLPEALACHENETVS
esBAF inh – Bmi1 luciferase reporter increase in mESCs, primary screen, esBAF inhibitor project, mouse ES cells, Bmi1 luciferase knock-in, single point; 24 h; 100% = twice the neutral-well signal; reporter increase, % at 12.5 µM; 2% of 350,000 active; in the data active = activation above about 40%;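 note: 0% = median of the plate's neutral control wells and 100% = double that signal; a rise in the Bmi1 reporter signal indicates esBAF inhibition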
ARNT-TACC3 inh – disruptors of ARNT/TACC3 protein interaction, primary screen, biochemical, AlphaScreen, single concentration; AlphaScreen His-ARNT PAS-B/GST-TACC3 binding, luminescence; TACC3 fragment carries E629A point mutation; inhibition, % at 9.99 µM; 0.66% of 390,000 active; AID 623870, 2012;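 active = mean inhibition of replicates at least 50% and at least half of replicates each reaching 50%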;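 note: 0% = complete ARNT plus TACC3 wells and 100% = ARNT alone without TACC3; many hits fall short of the cut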
* marks the source's active call; other numbers are inactive results; . = no result given; & = joins results of further samples; [ ] = another dose, or the depositor's remark.

SMILES	miR-122 sensor	Statin myotox sup	ERp5 block	Cneo AK release	SIRT5 block	esBAF inh	ARNT-TACC3 inh
O=C(Nc1ccn(CCCNCCCN2CCCC2=O)c(=O)n1)OCc1ccccc1	-3.2	2.1	0.0	7.5	.	-3.8	-5.1
CO[C@@H]1CN(C)C(=O)c2ccc(NC(=O)C3CCOCC3)cc2OC[C@@H](C)N(CC2CC2)C[C@H]1C	.	5.8	-4.1	3.7	-2.8	3.5	.
C=C1N(c2cccc(Cl)c2)C(=O)OC1(C)C	6.5	-10.9	3.3	0.0	-1.0	-8.6	-6.9
Cc1noc(C)c1S(=O)(=O)Nc1ccc2c(c1)C(=O)N([C@@H](C)CO)C[C@H](C)[C@H](CN(C)C(=O)C1CCCCC1)OCCCC[C@H](C)O2	-12.4[16.7 µM]	.	0.4	3.9	-2.1	-1.3	8.4
O=C(NCC[C@@H]1CC[C@@H](NS(=O)(=O)c2cccc(F)c2)[C@H](CO)O1)Nc1cc(F)ccc1F	.	-7.8	1.2	-1.9	0.9	4.5	-22.0
CS(=O)(=O)N(CCc1ccccc1)CC(=O)NCc1ccc2c(c1)OCO2	-6.1	3.6	.	3.9	.	-5.6	-7.3
C[C@@H]1CN([C@H](C)CO)C(=O)c2cc(NC(=O)C3CC3)ccc2O[C@@H]1CN(C)Cc1ccc2c(c1)OCO2	-1.2[16.7 µM]	18.2	-2.2	1.3	16.6*	-2.1	2.2
Cc1ccc(S(=O)(=O)Nc2ccc3c(c2)C(=O)N([C@@H](C)CO)C[C@@H](C)[C@H](CN(C)C(=O)Nc2c(C)noc2C)O3)cc1	2.9[16.7 µM]	13.2	5.6	-6.7	-3.3	-5.5	-4.8
Cc1ccc(C(=O)Nc2cc3c(cc2N2CCCCC2)n(C)c(=O)n3C)cc1	-1.8	-1.6	.	1.5	.	-4.4	-4.7
O=C(NCCc1ccccc1)c1cccc(Br)c1	-2.3	-39.8	-0.7	-2.9	-0.5	53.4*	-4.9
CC1(CCC(=O)O)C(=O)CCC2C1CCC1(C)C2CCC1(C)O (configuration not stated)	1.6	-1.5	0.2	0.3	0.9	-2.5	1.3
C[C@@H]1CN([C@@H](C)CO)C(=O)c2cc(-c3cccnc3)cnc2O[C@H]1CN(C)C(=O)c1cccc(F)c1	2.0	7.9&6.9&-3.6	4.8&-12.3&-6.4	0.5&-0.4&-0.2	-1.0&-4.6&-0.7	-3.0&-1.5&3.0	26.0

Some of these compounds in order of the miR-122 sensor value, rising:
| structure | miR-122 sensor |
| --- | --- |
| CS(=O)(=O)N(CCc1ccccc1)CC(=O)NCc1ccc2c(c1)OCO2 | -6.1 |
| O=C(Nc1ccn(CCCNCCCN2CCCC2=O)c(=O)n1)OCc1ccccc1 | -3.2 |
| C=C1N(c2cccc(Cl)c2)C(=O)OC1(C)C | 6.5 |

Further records follow:
SMILES	miR-122 sensor	Statin myotox sup	ERp5 block	Cneo AK release	SIRT5 block	esBAF inh	ARNT-TACC3 inh
CCc1nnc2n1N=C(c1cccc([N+](=O)[O-])c1)CS2	-4.4	2.7	0.7	0.9	1.8	7.8	-7.1
Cn1cc(CCC(=O)N2CCCC(Nc3ccc(F)cc3)C2)cn1 (configuration not stated)	-0.6	9.2	3.3	-0.8	0.3	0.4	1.3
O=C(CC1Oc2ccccc2NC1=O)NCCc1ccccc1 (configuration not stated)	-5.8	-0.3	-4.0	-2.9	.	-4.7	-7.8
Cn1ccc2c(N3CCOCC3)cc3c(c21)C1CCC3O1 (configuration not stated)	-5.5	0.4	-0.7	1.7	-13.5	-8.0	.
CCOC(=O)C(=O)N(Nc1ccc(C)cc1)c1ccc(C)cc1	.	.	4.2	.	-1.3	.	2.1
COC(=O)c1cc(NC(=O)CN2C(=O)CSC2=O)ccc1Cl	-10.2	8.2	.	0.6	.	-3.2	-6.5
COC(=O)[C@H](Cc1ccccc1)N1CC2=C[C@H](C3CC3)n3c(=O)n(C)c(=O)n3[C@@H]2[C@H]1[C@H](O)Cc1ccccc1	.	.	1.7	-7.4	-0.6	.	1.4
CCn1c(C)cc(C(=O)CSc2nnc(C3CC3)n2C2CC2)c1C	2.5	6.6	0.8	-1.2	.	-5.2	.
Cc1cc(Br)cc(C)c1OCCCCN(C)C	-0.4	-0.9	.	1.0	.	-0.5	-14.7
COc1ccc(Br)cc1CN1CCN(C(=O)c2cccc(OC)c2OC)CC1	-1.5	42.3	0.6	0.8	-2.1	-12.9	-2.7
Cc1ccc(S(=O)(=O)n2c(=O)oc3ccccc32)cc1	-1.7	21.9	-8.1	0.4	8.6	-4.7	0.8
Cc1noc(C)c1S(=O)(=O)Nc1cccc2c1O[C@@H](CN(C)S(C)(=O)=O)[C@@H](C)CN([C@@H](C)CO)C2=O	-5.4[16.7 µM]	4.8	0.1	1.9	0.2	0.0	-14.0

Copied from the entries so far, two compounds:
SMILES	miR-122 sensor	Statin myotox sup	ERp5 block	Cneo AK release	SIRT5 block	esBAF inh	ARNT-TACC3 inh
C[C@@H]1CN([C@@H](C)CO)C(=O)c2cc(-c3cccnc3)cnc2O[C@H]1CN(C)C(=O)c1cccc(F)c1	2.0	7.9&6.9&-3.6	4.8&-12.3&-6.4	0.5&-0.4&-0.2	-1.0&-4.6&-0.7	-3.0&-1.5&3.0	26.0
CCc1nnc2n1N=C(c1cccc([N+](=O)[O-])c1)CS2	-4.4	2.7	0.7	0.9	1.8	7.8	-7.1

Additional structures.
SMILES	miR-122 sensor	Statin myotox sup	ERp5 block	Cneo AK release	SIRT5 block	esBAF inh	ARNT-TACC3 inh
CCCNC(=O)N[C@H]1CC[C@H](CCn2cc(C3CCCCC3)nn2)O[C@@H]1CO	-12.9[16.7 µM]	-1.0	5.8	-3.5	0.2	-2.9	-8.4
Cc1nc2ccc(C(=O)OCC(=O)N(C)c3ccccc3)cc2nc1C	.	-9.9	-3.3	-3.8	-3.5	-2.6	-4.5
CCOc1ccc(-c2cncc3nccn23)cc1	.	-3.6	5.8	14.5	.	7.0	.
CCCc1ccc2oc(C(=O)N3CCNC(=O)C3CC(=O)OC)c(C)c2c1 (configuration not stated)	6.9	-11.0	3.0	-4.0	2.9	-1.1	-25.4
CCCOc1ccc(C(=O)Nc2ccc(S(=O)(=O)NC3=NCCCCC3)cc2)cc1	.	.	-1.6	0.0	2.9	.	5.4
O=C(NNC(=S)NC1CC2CCC1C2)c1ccc(Cl)cc1 (configuration not stated)	.	-19.6	-6.6	.	-2.5	-4.9	-1.8
COc1ccccc1OCCNC(=O)CNC(=O)c1ccc(Cl)c(Cl)c1	.	.	2.6	.	-0.9	.	0.9
C[C@H](CO)N1C[C@H](C)[C@@H](CN(C)C(=O)Nc2ccccc2)Oc2ccc(NC(=O)Nc3ccc(F)cc3)cc2C1=O	-1.7[16.7 µM]	-1.0	-0.5	-2.1	1.5	-0.3	7.4
Cn1c(Cc2csc(N)n2)nnc1SCC(=O)NCc1ccccc1	-0.1	-0.7	-85.4	1.7	-2.3	-5.7	26.7
COc1cc(OC)cc(C(=O)N[C@H](C(=O)Nc2ccc(F)cc2F)C(C)C)c1	0.7	-1.6	1.1	-0.7	-2.2	7.8	-5.7
O=C1c2c([N+](=O)[O-])cc([N+](=O)[O-])cc2S(=O)N1Cc1ccccc1 (configuration not stated)	-1.9	-8.4	-1.0	2.2	0.3	-1.4	7.1
CCCOc1ncnc2c1sc1nc3c(cc12)COC(C)(C)C3	2.7	-4.1	4.3	-1.2	0.1	29.3	7.3
COc1cccc2c1cc1c(=O)n(CC(=O)N3CCC(C)CC3)nc(C)n12	.	-31.6	2.5	-2.6	-6.2	-3.2	7.2
CC1CN(/C=C/C=O)C(C)CC1OC(=O)c1ccccc1 (configuration not stated)	-6.6	2.9	1.0	6.8	-9.4	-2.3	2.2
Nc1cc(C(=O)N2CCCC2)cc(C(=O)N2CCCC2)c1	-0.6	13.3	.	6.4	.	12.5	-1.0
COCCNC(=O)CSc1nc2ccccc2c(=O)n1CCC(=O)N1CCN(c2ccccc2)CC1	-2.0	-0.7	3.7	.	-0.7	-2.0	-0.9
Cc1cc(C)c2sc(NC(=O)CN3C(=O)CCC3=O)nc2c1	-4.5	21.2	2.7	.	1.4	2.2	-0.7
Cc1ccc(N2CCN(S(=O)(=O)c3ccc4oc(=O)ccc4c3)CC2)cc1Cl	1.3	-10.4	0.7	-0.3	-4.0	-2.9	0.2
CC(=O)c1ccc(S(=O)(=O)N2CCN(c3nn(C)c(=O)n(C)c3=O)CC2)cc1	-1.2	4.5	1.7	2.5	0.5	-0.4	-1.7
C[C@@H]1CN([C@@H](C)CO)S(=O)(=O)c2ccc(Br)cc2O[C@H]1CN(C)Cc1cncnc1	-5.3[16.7 µM]	-33.0	3.0	4.6	7.1	-2.2	0.4
CCOC(=O)c1sc(-c2cccc([N+](=O)[O-])c2)cc1N	.	.	2.5	.	-2.5	.	22.5
COc1ccc(C(=O)Oc2ccc(/C=N/Nc3ccc(Cl)c(C(=O)O)c3)cc2OC)cc1	2.3	-12.1	5.9	-0.8	3.7	-1.6	.
COc1ccccc1C(=O)Nc1sc(C(=O)N2CCCC2)c(C)c1C#N	-0.2	.	-58.1	.	-1.1	.	-11.4
O=C(Cn1c(-c2cncs2)nc2ccccc21)NC1CCCC1	7.9	10.9	-6.2	0.3	-5.0	0.1	-1.7
CCc1nnc(NC(=O)CSc2nnc(Cc3cccn3C)n2CCOC)s1	-3.4	-7.1	2.8	-0.8	1.4	-9.0	0.6
OC(c1ccc(F)c(F)c1)c1ncc(-c2cccc(C(F)(F)F)c2)[nH]1 (configuration not stated)	68.7	-0.7	1.4	-1.9	.	3.5	.
CCn1cc(C(C)(C)C)c(C#N)c1NC(C)=O	-4.8	1.4	.	-1.2	.	0.5	3.3
Cc1ccc2cc(CCl)c(Cl)nc2c1	-3.3	.	-8.3	2.0	-3.6	.	4.8
O=C(NC1CCS(=O)(=O)C1)/C(=C/c1ccc(Cl)cc1)NC(=O)c1ccccc1 (configuration not stated)	-4.7	-9.7	0.7	-1.6	2.7	5.9	-0.8
Cc1nnc(SCC2=C(C(=O)O)N3C(=O)C(NC(=O)C(C)n4nc(C(F)(F)F)cc4C)C3SC2)s1 (configuration not stated)	-4.6	.	-0.3	.	3.2	.	0.1
O=C(O)CCn1c2ccccc2c2nc3ccccc3nc21	4.8	-0.9	3.0	-1.8	4.7	49.9*	-0.8
Cc1ccc(NC(=O)O/N=C/c2c(C)nn(C(C)(C)C)c2C)cc1Cl	-6.7	.	2.6	-0.8	-0.1	.	1.4
CCSCCNC(=O)c1cc(-n2cnnc2)ccc1Cl	-1.3	-4.4	.	7.4	.	-7.2	-3.5
COc1ccc(N=Cc2c(O)n(-c3ccc(OC)cc3)c(=O)c3ccccc23)cc1	-5.0	-83.1	1.7	.	-3.3	-43.1	10.4
CC(=O)Nc1ccc2c(c1)C(=O)N(c1cccc3ccccc13)C2=O	1.0	0.0	-3.7	2.7	-0.9	-4.7	-7.5
CC(C)OC(=O)CSc1ncnc2c1cnn2Cc1ccccc1	1.6	0.0	.	-9.9	.	2.4	-27.0
Cc1ccc(OCCn2c(=S)[nH]c3c(N)ncnc32)cc1	31.2	4.5	9.8	-1.9	-4.8	-0.8	0.2
COC(=O)c1cn(NC(=O)Cc2ccccc2OC)c(=O)c2ccccc12	14.1	-4.3	2.5	0.9	0.4	5.2	-9.4
C=CCn1c(SCC(=O)Nc2ccc3c(c2)OCCO3)nnc1-c1ccco1	-7.0	12.9	0.4	-1.7	-6.0	-5.9	5.6
COc1cc(NS(=O)(=O)c2ccc(NC(=O)/C(=C/c3ccccc3Cl)NC(=O)c3ccccc3)cc2)nc(OC)n1	1.9	.	.	-0.4	.	.	-3.8
CCOC(=O)CNC(=O)Cn1cnc2sc(C)c(S(=O)(=O)N3CCOCC3)c2c1=O	-3.1	-2.8	4.7	-0.2	0.7	-3.9	-4.1
